Screening data: PubChem, Sanford-Burnham Center for Chemical Genomics
CCR6 antagonist – blocks CCL20-driven beta-arrestin recruitment at human CCR6; P51684; 0.49% of 340,000 active; inhibition, % at 20 µM; CHO-K1 CCR6 PathHunter beta-arrestin, luminescence, CCL20-stimulated;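 active means compounds whose inhibition of the agonist-driven luminescence signal at 20 µM reaches about 50%, limit read from the data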;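 further: cells stimulated with CCL20 at 14 nM final; plate controls were DMSO with CCL20 for no effect and DMSO without agonist for full effect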
Target sequence (P51684 whole entry, looked up): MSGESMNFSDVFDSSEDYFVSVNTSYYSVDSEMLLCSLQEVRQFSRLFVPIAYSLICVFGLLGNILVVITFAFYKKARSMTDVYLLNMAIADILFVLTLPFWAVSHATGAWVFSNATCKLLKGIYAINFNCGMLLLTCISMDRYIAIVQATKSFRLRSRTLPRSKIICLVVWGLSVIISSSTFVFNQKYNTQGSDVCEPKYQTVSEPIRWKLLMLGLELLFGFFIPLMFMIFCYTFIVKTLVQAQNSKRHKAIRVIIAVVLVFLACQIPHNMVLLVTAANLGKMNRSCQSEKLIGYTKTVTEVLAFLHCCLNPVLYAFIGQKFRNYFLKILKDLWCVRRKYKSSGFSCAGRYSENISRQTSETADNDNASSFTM
CHOP UPR activ – activators of apoptotic arm of unfolded protein response (CHOP); CHO-CHOP luciferase reporter, UPR activation, luminescence; percent of tunicamycin response over DMSO baseline; activation, % at 10 µM; 0.34% of 330,000 active; AID 449763;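 active means at 10 µM dose, activation of 40% or more, normalized to positive control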;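 further: 100% = tunicamycin at 10 µg/mL and 0% = DMSO alone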
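measured by = luciferase luminescence | assay system = CHO-CHOP cells, stable luciferase reporter of PERK-eIF2a-CHOP signalling | amount = 500 reporter cells seeded per well | timing = 6 h compound exposure at 37 °C after overnight seeding | controls = positive tunicamycin 10 µg/mL, negative DMSO alone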
Mdm2-MdmX inh – disrupts the human Mdm2-MdmX interaction | AID 485346 | 3% of 330,000 active | inhibition, % at 8 µM | SaOS-2 split-luciferase Mdm2/MdmX complementation, luminescence | O15151+Q00987;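 active means inhibition of at least 50% at 8 µM in the primary screen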
697 NFkB inh – lowers PMA/ionomycin-induced NF-kB signal in 697 B cells | 697 B-cell NF-kB luciferase reporter, 16 h | inhibition, % at 4 µM | 0.33% of 330,000 active | AID 435022; in the data active means inhibition above about 35%
XBP1 UPR activ – adaptive UPR (XBP1) activation. CHO-XBP1 luciferase reporter, IRE1-XBP1 UPR activation, luminescence; percent of tunicamycin response, DMSO as zero. activation, % at 20 µM. 0.33% of 330,000 active;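 active means versus positive control, 20 µM dose yields 30% or more activation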;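 further: 100% = tunicamycin at 10 µg/mL and 0% = DMSO only wells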
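Signal: luciferase luminescence; Assay system: CHO-XBP1 luciferase reporter cells; Amount: one thousand reporter cells per well; Dosing: 20 µM single concentration, DMSO 1%; Benchmarks: high control tunicamycin 10 µg/mL final, low control DMSO vehicle only; Schedule: 6 h compound exposure at 37 °C, 5% CO2; Evaluation: percent activation relative to tunicamycin reference.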
Jurkat NFkB inh – inhibitors of the PMA/ionomycin-induced NF-kB reporter in Jurkat cells | PMA/ionomycin-induced NF-kB luciferase reporter, luminescence | inhibition, % at 4 µM | 0.53% of 330,000 active; in the data active means inhibition above about 50%
EBI2 block – antagonists of human EBI2 receptor; P32249; EBI2 beta-arrestin recruitment, luminescence, 7a,25-OHC stimulated; inhibition, % at 5 µM; 0.81% of 360,000 active; AID 651636; in the data active means inhibition above about 38%;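 further: enzyme fragment complementation signal reports receptor beta-arrestin coupling in cells; 0% = agonist plus DMSO wells and 100% = wells without agonist; some results beyond the cut were filed as inactive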
Target sequence (P32249 whole entry, looked up, the tested form may be a part): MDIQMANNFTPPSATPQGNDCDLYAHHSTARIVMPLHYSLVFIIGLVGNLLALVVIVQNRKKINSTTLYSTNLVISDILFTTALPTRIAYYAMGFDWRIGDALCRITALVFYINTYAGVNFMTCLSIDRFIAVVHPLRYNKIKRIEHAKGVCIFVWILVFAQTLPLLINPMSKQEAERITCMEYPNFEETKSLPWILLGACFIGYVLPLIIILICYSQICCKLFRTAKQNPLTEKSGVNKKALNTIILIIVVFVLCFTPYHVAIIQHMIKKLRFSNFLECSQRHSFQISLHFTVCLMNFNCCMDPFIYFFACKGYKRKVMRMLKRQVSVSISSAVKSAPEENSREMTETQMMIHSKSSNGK
CXCR6 inh – CXCR6 (human) receptor inhibition. CHO-K1 PathHunter CXCR6 beta-arrestin, luminescence. 0.36% of 360,000 active. AID 602244. inhibition, % at 20 µM; in the data active means inhibition above about 34%, passing the limit was not always enough;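 further: antagonist mode with CXCL16 agonist at 10 nM final; 0% = 10 nM CXCL16 with DMSO and 100% = unstimulated wells without agonist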
Target sequence (O00574 whole entry, looked up): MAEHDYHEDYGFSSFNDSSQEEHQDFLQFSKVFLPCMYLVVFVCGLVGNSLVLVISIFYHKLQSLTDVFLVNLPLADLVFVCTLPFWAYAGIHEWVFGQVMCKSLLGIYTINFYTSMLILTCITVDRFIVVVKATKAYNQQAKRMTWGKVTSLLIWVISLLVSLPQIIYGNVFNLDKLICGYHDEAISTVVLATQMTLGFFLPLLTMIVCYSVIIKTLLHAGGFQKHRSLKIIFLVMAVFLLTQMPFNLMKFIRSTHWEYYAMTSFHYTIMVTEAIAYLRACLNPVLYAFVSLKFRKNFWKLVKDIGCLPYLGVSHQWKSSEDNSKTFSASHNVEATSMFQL
Gli-Sufu block – blocks Gli-Sufu signaling in a luciferase reporter; Sufu-KO-LIGHT fibroblasts, Gli luciferase reporter luminescence; inhibition, % at 5 µM; 0.74% of 340,000 active; AID 588413;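 active means inhibition above about 55%, limit read from the data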;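 further: 0% = DMSO-treated cells and 100% = wells with medium but no cells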
Active calls of the source: *; x = no result given.

Order of values – CCR6 antagonist, CHOP UPR activ, Mdm2-MdmX inh, 697 NFkB inh, XBP1 UPR activ, Jurkat NFkB inh, EBI2 block, CXCR6 inh, Gli-Sufu block
- CCN(CC(=O)Nc1ccccc1OC)C(=O)CC1CCCC1
    2.0, 2.6, -7.8, -1.5, 1.9, -6.6, -0.3, -6.0, -0.1
- Cn1c(=O)n(CC(=O)Nc2ccccc2)c2ccccc21
    11.3, -0.8, 3.1, 17.3, -7.3, -8.0, 4.3, 2.1, 8.1
- Cc1ccc(S(=O)(=O)N(C)C)cc1NC(=O)CSc1ncn[nH]1
    13.4, -1.3, -21.7, -7.2, -3.9, -2.6, -14.7, -1.2, 1.6
- Cc1cc(C)c(OCCCCn2cnc3ccccc3c2=O)c(C)c1
    -2.6, -1.9, -7.5, -3.8, 2.8, -16.9, -4.4, -6.5, -1.5
- CC1CC(C)CN(CC(=O)Nc2ccc(S(N)(=O)=O)cc2)C1 (configuration not stated)
    -0.3, -2.9, -11.9, -36.3, 0.6, -9.4, -11.4, -24.6, -2.8
- CCOC(=O)c1nc(NCc2ccccc2)sc1C
    -5.7, 2.1, -18.1, -1.5, 6.5, -31.5, 5.1, 3.3, -12.1
- CC(C)CCNC(=O)C(c1ccc(O)cc1)N(C(=O)C1COc2ccccc2O1)c1cccc(O)c1 (configuration not stated)
    9.5, -0.2, -22.2, 13.1, -4.8, 6.5, 4.7, -5.1, -2.6
- Cc1ccccc1OCCn1cc(C(=S)N2CCCC2)c2ccccc21
    11.0, -1.7, 8.9, 4.0, -2.0, 6.9, -1.7, 7.4, 0.5
- COc1ccc(CNC(=O)c2ccccc2NS(C)(=O)=O)cc1
    4.4, 0.6, -11.6, 19.3, 1.5, 9.9, -4.8, -2.5, -2.1
- Nc1nc(N2CCCCC2)c(C=O)c(N2CCCCC2)n1
    1.7, -0.5, 24.1, 12.5, -0.3, 2.4, -8.2, -0.9, -4.9
- O=C(N/N=C/c1ccco1)c1cc(-c2cccs2)[nH]n1
    7.7, 0.3, -3.6, 3.4, 3.2, -10.5, -8.5, -4.4, -3.5
- CCn1c(=O)n(CC)c2cc(N3CCCC3)c(NC(=O)c3ccc(F)cc3)cc21
    8.4, -1.2, 18.1, -5.8, -1.5, -10.3, 3.3, -6.5, 7.9
- O=C(NCCc1ccccc1)c1ccc(=O)oc1
    7.7, -0.1, -9.1, -11.8, 0.7, 0.8, -7.3, -2.9, 3.7
- COc1ccc(NC(=O)c2c(SC)nsc2SC)cc1
    -0.1, 1.6, 11.8, 5.5, 0.5, 6.4, -1.3, -2.0, 6.9
- COC(=O)c1cccc(NC(=O)CN2C(=O)c3ccccc3C2=O)c1
    1.4, -1.2, 13.1, -0.7, -3.0, -4.7, -1.7, -6.0, 2.8
- CCOC(=O)c1nccnc1C(=O)Nc1cccc(C(F)(F)F)c1
    -0.5, -0.8, 8.6, 16.7, 3.8, 6.6, -11.0, -7.4, 25.5
- COc1ccc(C(=O)C[n+]2cc(Br)cc3ccccc32)cc1[N+](=O)[O-]
    15.5, -0.3, 2.0, 4.6, -3.5, 6.9, -3.2, 11.3, 5.6
- CCOc1ccc(C(=O)CCN2CCCCC2)cc1
    -0.7, 1.0, 6.5, 3.7, -1.8, -1.8, 4.4, -3.9, -1.2
- COCCNC(=O)Cc1c(C)c2cc3c(cc2oc1=O)OC(C)(C)CC3
    9.7, x, x, x, x, x, -14.1, -6.5, 34.9
- COc1ccc(NS(=O)(=O)c2cccc(C(=O)N/N=C/c3c(F)c(F)c(F)c(F)c3F)c2)cc1
    -19.2, x, x, x, x, x, -12.1, -17.8, -3.5

One compound at a time, as listed above:
CCn1c(=O)n(CC)c2cc(N3CCCC3)c(NC(=O)c3ccc(F)cc3)cc21 is listed as CCR6 antagonist = 8.4; CHOP UPR activ = -1.2; Mdm2-MdmX inh = 18.1; 697 NFkB inh = -5.8; XBP1 UPR activ = -1.5; Jurkat NFkB inh = -10.3; EBI2 block = 3.3; CXCR6 inh = -6.5; Gli-Sufu block = 7.9
CCOC(=O)c1nccnc1C(=O)Nc1cccc(C(F)(F)F)c1 is listed as CCR6 antagonist = -0.5; CHOP UPR activ = -0.8; Mdm2-MdmX inh = 8.6; 697 NFkB inh = 16.7; XBP1 UPR activ = 3.8; Jurkat NFkB inh = 6.6; EBI2 block = -11.0; CXCR6 inh = -7.4; Gli-Sufu block = 25.5

Further entries:
Order of values – CCR6 antagonist, CHOP UPR activ, Mdm2-MdmX inh, 697 NFkB inh, XBP1 UPR activ, Jurkat NFkB inh, EBI2 block, CXCR6 inh, Gli-Sufu block
- COc1ccc(NC(=O)CCC2CCCCC2)cc1S(=O)(=O)N1CCCCC1
    16.8, -1.6, 19.8, -11.1, -2.1, 10.6, 12.2, -7.1, 10.6
- O=[N+]([O-])c1ccc(S(=O)(=O)Nc2ccc(-c3csc(-c4ccccc4)n3)cc2)cc1
    x, -2.0, 38.4, 22.6, -1.1, 1.3, x, x, x
- Cc1cc(N2CCCC2=O)ccc1S(=O)(=O)NC1CCCCC1
    1.9, -0.9, 29.2, 2.0, -5.3, -3.1, -14.8, -5.3, -0.1
- CCC(C)NC(=S)Nc1ccc2nc(N3CCN(CC)CC3)cc(C)c2c1 (configuration not stated)
    -5.8, 0.0, 51.7*, -31.5, -4.8, 19.5, -1.1, 10.9, 10.5
- COc1ccccc1C1CCN(C(=O)c2ccc(Cl)cc2)CC1
    16.4, -1.4, 3.4, -18.0, 0.1, -11.7, 87.6*, 7.4, 11.5
- COc1ccccc1CNC(=O)CCNS(=O)(=O)c1cc(Br)cnc1N
    10.6, -1.1, 0.8, -4.0, -4.0, 2.5, -7.8, 5.6, -2.8
- Cc1cccc(NC(=O)C2CC(O)CN2C(=O)Oc2ccccc2)c1 (configuration not stated)
    0.6, -1.4, -6.6, 0.3, -5.7, 11.9, -5.9, -6.8, -3.9
- Nc1nnnn1-c1cccc([N+](=O)[O-])c1
    -10.5, x, x, x, x, x, 1.5, -16.3, 6.8
- COc1ccc(OC)c(NC(=O)C2CCN(S(C)(=O)=O)CC2)c1
    -10.4, 3.2, -2.0, -24.2, 0.4, -5.0, -7.0, 2.7, 5.4
- Cc1ccc(/C=N/NC(=O)C(O)c2ccccc2)o1 (configuration not stated)
    6.1, -0.9, 27.0, 7.1, 1.9, -0.8, -6.8, 1.6, -2.5
- COc1ccc(CCNC(=O)CSc2ccc(Br)cc2)cc1OC
    20.8, 0.5, -10.5, 2.5, -0.7, 7.8, -2.0, -3.6, -1.0
- CC1=CS(=O)(=O)CC1Sc1nc2ccccc2[nH]1 (configuration not stated)
    -2.6, 1.2, -2.9, -15.7, 1.2, 4.9, -0.1, 2.7, -7.4
- Cc1ccc([N+](=O)[O-])cc1N/C=C1\CCc2ccccc2C1=O
    20.1, 13.5, 27.0, -58.4, 3.5, -45.4, -7.8, 0.8, -40.1
- Cc1ccc(Nc2nnc(SCC(=O)N(C)C3CCS(=O)(=O)C3)s2)cc1 (configuration not stated)
    3.7, -1.5, 5.2, -11.1, 2.7, -11.9, 15.5, 5.2, -5.8
- Cc1cc(C(=O)NN)c2cc(Br)ccc2n1
    7.8, 0.7, 8.4, 5.6, 1.0, -15.0, -5.7, -1.6, 16.8
- CC(C)c1ccc(NC(=O)Cn2nnc(C(=O)NCc3ccco3)c2N)cc1
    -0.6, 0.5, 4.2, -6.5, -1.0, -1.8, 2.3, -16.6, -0.4
- COc1cc(CNc2ccc(N3CCCC3)cc2)ccc1OCc1ccccc1
    46.8, x, x, x, x, x, -5.5, 0.1, -13.9
- CC(Oc1ccc(F)cc1)c1nnc(SCC(=O)N(c2ccccc2)C2CCS(=O)(=O)C2)o1 (configuration not stated)
    3.3, 1.4, -4.7, -4.2, -1.8, 8.1, -3.6, 1.1, 1.1
- COc1ccccc1-c1c(C)oc2c(CN3CCCC(C)C3)c(O)ccc2c1=O (configuration not stated)
    -5.3, 0.0, -14.4, 3.7, -2.4, 14.5, 3.6, -3.2, -8.6
- CCC1=C(OC(=O)N(CC)CC)N2C(=O)OC(=NCc3ccccc3)[C@]2(C)[C@H]2C1=CC[C@H]1C(=O)N(CC)C(=O)[C@H]12
    8.0, -1.2, 16.0, 6.2, -1.3, 5.7, 0.9, -5.3, -6.2
- Cc1c(C=Nc2ccc(S(=O)(=O)CCO)cc2)c(O)[nH]c(=O)c1C#N
    -10.0, -0.6, 7.7, 12.9, 1.2, 2.8, 9.1, 0.1, 37.2
- COc1cc(/C=N/NC(=O)c2ccncc2)ccc1OC(=O)c1ccccc1Cl
    4.3, 1.2, 25.7, -7.6, 7.2, 9.0, 6.0, -5.6, -4.6
- Cc1cccc(C)c1NC(=O)CN(c1ccccn1)S(=O)(=O)c1ccc(F)cc1
    0.3, -0.7, 0.6, -13.8, 0.6, -10.7, -6.2, -8.3, -3.9
- COc1cc(NC(=S)NCCc2ccc(S(N)(=O)=O)cc2)c(OC)cc1Cl
    11.7, -0.6, 6.3, 2.6, -0.7, 12.5, 3.5, -3.3, 3.2
- CCCOC(=O)CCc1n[nH]c(=O)[nH]c1=O
    4.6, -5.2, 15.8, -10.4, -2.6, 0.8, 11.9, -0.2, -2.2
- CCOc1ccc(S(=O)(=O)NCCC(=O)NCc2ccncc2)cc1
    -8.7, 1.1, -28.1, 9.2, -0.6, 7.9, -6.6, -7.7, -11.2
- Cc1c(C(=O)N2CCOCC2)sc(NC(=O)c2ccc([N+](=O)[O-])cc2)c1C#N
    38.9, 1.2, 10.9, 13.6, 1.9, -0.3, 4.6, 18.7, -32.9
- CCn1ncc(/C=C/C(=O)Nc2c(C)nn(Cc3ccc(Cl)cc3Cl)c2C)c1C
    -42.9, 2.7, 7.7, -28.6, -1.8, -2.2, -7.2, 1.1, 47.7
- CC(CCc1ccccc1)NC(=O)c1ccccc1C(=O)O (configuration not stated)
    11.7, -0.4, 19.9, -0.2, -4.0, -1.5, -3.9, -5.9, 10.2
- O=C(N/N=C/c1ccccc1)c1cc(-c2ccc3c(c2)OCO3)n[nH]1
    7.6, 0.2, 27.9, 7.0, -1.2, 20.8, -0.9, -12.1, -2.5
- CCc1ccc(S(=O)(=O)NC(CC(=O)O)c2ccccc2)cc1 (configuration not stated)
    7.5, -1.8, 29.3, 10.8, -3.7, 6.4, -2.2, -5.4, 2.9
- Cc1nc(N/N=C/c2ccc(O)cc2O)cc(N2CCOCC2)n1
    -11.2, 3.0, 42.5, 16.4, 2.6, 11.4, 5.5, -19.8, 15.8
- NC(=O)NC(=O)COC(=O)CNS(=O)(=O)c1ccc(F)c(F)c1F
    6.4, -0.9, -17.8, 13.6, -1.5, 0.4, 13.5, -3.3, 1.6
- O=C(c1ccc(F)cc1)C1CCN(C(=O)c2ccccc2)CC1
    10.2, 2.2, 12.2, -3.2, -0.9, 1.1, 2.0, -7.4, -9.0
- Cc1ccc(C2CC(c3ccccc3)=NN2C(=O)CSc2nnc(-c3ccc(Cl)cc3)o2)o1 (configuration not stated)
    4.4, 0.2, 0.2, 13.0, 0.3, -7.8, 42.1*, 11.0, 7.3
- CCC(CC)C(=O)Nc1nnc(CCc2ccccc2)s1
    2.0, 4.1, 31.3, -10.7, -3.2, -5.6, 12.7, -0.4, 1.6
